Source: PubChem
MCL1 BIM primary – MCL1-BIM-BH3 interaction inhibition (human) | 320,000 tested, 0.68% active | inhibition, % at 10.9 µM | GST-MCL1 / FITC-Bim-BH3 fluorescence polarization;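 active = inhibition above the mean inhibition of all tested compounds plus 3 SD, set per campaign, cut at about 40% in these data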;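 note: 0% = DMSO wells and 100% = unlabeled Bim-BH3 peptide control; higher means more loss of mP so more displacement of Bim peptide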
CR mimetic SO – caloric restriction mimetics inhibiting age-related superoxide in yeast; S. cerevisiae aged cells, superoxide DHE fluorescence; active compounds read low; superoxide response (% of plate mean), % at 10 µM; 330,000 tested, 0.18% active;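 active = superoxide response under a set limit, about three screen SD below normal, cut at about 65% in these data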;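 note: yeast aged for seven days with compound at 30 °C before DHE staining; 100% = average MFI of all compound-treated wells on the plate with controls excluded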
CIT2-GFP yeast – yeast TOR pathway CIT2-GFP modulation; 320,000 tested, 0.065% active; GFP response vs DMSO, % at 10 µM; S. cerevisiae CIT2-GFP strain, flow cytometry, 3 h; 100 means same as DMSO wells;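 active = GFP response relative to DMSO above a set limit, near the screen mean plus 3 SD, cut at about 150% in these data; inconclusive = Fewer than 70 cells measured for a yeast strain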;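 note: ratio of well median GFP fluorescence to mean of DMSO wells on the plate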
VLA-4 inh – inhibition in a human VLA-4 binding assay; P13612; inhibition, % (about 7 µM as worked out from the volumes in the protocol); VLA-4 expressing cells, ligand binding flow cytometry; AID 2557; 330,000 tested, 0.2% active; in the data active = inhibition above about 50%
AGP1-GFP MLPCN – alters AGP1-GFP fluorescence in TOR pathway yeast screen; S. cerevisiae AGP1-GFP multiplex flow cytometry, 3 h; GFP as percent of DMSO wells; GFP response vs DMSO, % at 10 µM; 320,000 tested, 0.02% active; AID 2066;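 active = GFP response relative to DMSO above a set limit, near screen average plus 3 SD, cut at about 150% in these data; inconclusive = fewer than 70 cells counted for the yeast strain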;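 note: median GFP channel fluorescence of the gated AGP1 strain per well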
MEX-5 binding – C. elegans MEX-5 TCR-2 RNA binding activity; Q9XUB2; MEX-5/FITC-TCR2 RNA binding, fluorescence polarization; active compounds read low; activity score (negative = inhibition of binding), % at 10 µM; 300,000 tested, 0.38% active; AID 1832;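 active = inhibition past about -25% in most replicates, and total fluorescence under double the plate's negative control median, limit read from the data; inconclusive = replicates evenly split on the limit, or fluorescence at least double controls; inactive = too little inhibition in most replicates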;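 note: 0% = DMSO and -100% = 5 µM competing unlabeled TCR2 RNA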
Target sequence (Q9XUB2 whole entry, looked up): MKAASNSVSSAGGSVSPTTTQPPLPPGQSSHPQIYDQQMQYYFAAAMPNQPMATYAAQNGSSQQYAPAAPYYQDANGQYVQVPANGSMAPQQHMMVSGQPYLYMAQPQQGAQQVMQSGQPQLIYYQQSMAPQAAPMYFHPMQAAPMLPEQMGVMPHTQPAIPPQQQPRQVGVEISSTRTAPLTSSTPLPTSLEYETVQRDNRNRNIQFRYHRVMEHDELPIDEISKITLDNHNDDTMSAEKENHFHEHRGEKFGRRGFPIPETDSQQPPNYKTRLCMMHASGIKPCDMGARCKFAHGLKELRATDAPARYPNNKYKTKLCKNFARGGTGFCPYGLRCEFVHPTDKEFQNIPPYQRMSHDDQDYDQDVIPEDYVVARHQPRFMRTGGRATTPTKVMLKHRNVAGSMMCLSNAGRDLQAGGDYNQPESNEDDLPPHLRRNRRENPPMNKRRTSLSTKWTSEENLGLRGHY
GLD-1 TGE inh – GLD-1-TGE RNA interaction inhibition (C. elegans); Q17339; purified GLD-1 + fluorescein TGE RNA, fluorescence polarization; inhibition, % at 5.96 µM; 320,000 tested, 0.44% active;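 active = percent inhibition above a per-plate cutoff, the plate mean of test compounds plus 3 SD, cut at about 30% in these data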;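 note: 0% = DMSO wells with GLD-1 and probe and 100% = wells lacking GLD-1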
Target sequence (Q17339 whole entry, looked up): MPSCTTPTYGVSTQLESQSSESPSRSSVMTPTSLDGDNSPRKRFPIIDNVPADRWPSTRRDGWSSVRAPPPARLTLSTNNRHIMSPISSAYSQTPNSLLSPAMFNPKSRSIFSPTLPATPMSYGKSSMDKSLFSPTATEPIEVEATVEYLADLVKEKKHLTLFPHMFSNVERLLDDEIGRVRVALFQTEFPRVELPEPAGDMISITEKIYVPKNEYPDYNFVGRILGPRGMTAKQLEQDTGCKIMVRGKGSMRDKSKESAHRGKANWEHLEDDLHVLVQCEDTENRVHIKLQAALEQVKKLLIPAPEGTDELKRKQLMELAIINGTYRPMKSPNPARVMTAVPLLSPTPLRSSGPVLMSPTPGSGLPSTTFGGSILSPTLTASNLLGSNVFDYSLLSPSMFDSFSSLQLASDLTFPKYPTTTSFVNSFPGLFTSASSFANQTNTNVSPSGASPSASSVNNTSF
GRK2 aptamer HTS – blocks RNA aptamer binding to human GRK2 | 330,000 tested, 0.59% active | inhibition of aptamer binding, % at 10 µM | bead flow cytometry, FAM-aptamer displacement from GRK2 | AID 488847;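 active = inhibition of aptamer binding above 40%, roughly 3 SD of noise, on plates passing a quality check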;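 note: median bead fluorescence of bound FAM aptamer so fluorescent compounds give negative values; no value below 0 was filed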
Bcl-xL primary – blocks human Bcl-xL binding to Bim BH3 peptide; inhibition, % at 10.9 µM; GST-Bcl-xL / FITC-Bim BH3 peptide fluorescence polarization; AID 2129; 320,000 tested, 0.7% active;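 active = inhibition above the mean of all tested compounds plus 3 SD, cutoff set per campaign, cut at about 30% in these data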;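 note: 0% = DMSO wells and 100% = unlabeled Bim-BH3 peptide competitor; inhibitors lower millipolarization by displacing the labeled peptide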
* hit, by the source's call; i = inactive; ? = inconclusive; . = not tested or not shown; [ ] = another dose, or the depositor's remark.

SMILES	MCL1 BIM primary	CR mimetic SO	CIT2-GFP yeast	VLA-4 inh	AGP1-GFP MLPCN	MEX-5 binding	GLD-1 TGE inh	GRK2 aptamer HTS	Bcl-xL primary
CCCN1CCCc2ccccc21	1	90	100	-4	99	0.5	-6	18	4
CN(C)/C=C1\C(=O)ON=C1c1ccccc1	-3	90	98	7	97	-0.5	-12	0	2
CCc1ccc(NC(=O)C2CCCN(S(=O)(=O)c3c(C)[nH]c(=O)[nH]c3=O)C2)cc1 (centres undefined)	0	90	91	10	92	1.1	0	0	2
CCOC(=O)c1sc(C)c2c(=O)n(Cc3ccc(Cl)cc3)c(C)nc12	-6	101	96	-3	101	-7.1	3	1	0
O=C(CSc1nnnn1-c1ccc(F)cc1)Nc1ccccc1F	.	97	103	3	106	1.4	.	0	.
COc1ccc2occ(C(C)=O)c2c1	8	93	101	7	108	1.4	1	1	6
CC(C)C(NC(=O)c1ccccc1F)C(=O)Nc1nccs1 (centres undefined)	2	90	95	2	99	-0.5	3	2	0
COc1ccccc1-c1nnc2sc(-c3ccc(N(C)C)cc3)nn12	9	119	86	23	91	.	1	4	4
C/C=C/c1ccc(OCCCCN2C(=O)NC(C)(C)C2=O)c(OC)c1	-2	87	103	8	99	-1.7	3	1	2
Cc1ccc(NC(=O)CSc2nn(-c3ccccc3)c(=S)s2)cc1S(=O)(=O)N(C)C	7	109	92	46	90	0.8	5	2	1
O=C(COc1ccccc1F)Nc1ccc2[nH]c(=O)[nH]c2c1	-3	102	102	0	107	-4.4	4	0	6
CCOc1ccc(S(=O)(=O)N2c3ccccc3CC2C)cc1 (centres undefined)	1	68	81	15	85	-1.2	-3	0	6
COc1cccc(CNCC(=O)NC(=O)NC2CCCC2)c1	.	100	90	-11	96	.	7	6	.
NC(=O)c1nn(-c2ccc(Oc3ccccc3)cc2)c(=O)cc1O	1	102	97	2	97	0.7	2	0	4
COCC(C)n1c(C)cc(C(=O)COC(=O)c2nc3nc(C)cc(C)n3n2)c1C (centres undefined)	7	103	100	8	102	-3.8	10	0	10
O=C(NCCS(=O)(=O)c1ccc(Br)cc1)c1ccccc1	1	98	140[may fluoresce green]	3	112[may fluoresce green]	3.4	-4	0	-2
CC(=O)N(CCO)Cc1cc2cc(C)cc(C)c2[nH]c1=O	-3	90	102	11	108	0.8	5	0	2
N#CCCn1nc(-c2ccccc2)c2ccccc2c1=O	-2	104	95	4	16	-4.7	-3	3	0
Cc1ccc(C(=O)COc2ccccc2-c2ccccc2)cc1C	-6	94	103	-6	98	-0.3	-6	2	6
C#CCNC(=O)C1=C[C@H](C2CC2)C[C@H](OCCCCO)O1	4	99	106	-7	96	-2.0	2	2	2
CCc1nccn1S(=O)(=O)c1cc(OC)c(Cl)cc1OC	9	88	108	6	99	-0.6	3	4	1
COc1cc(NS(=O)(=O)c2ccc(NC(=O)c3cccs3)cc2)nc(OC)n1	0	104	104	-2	98	1.4	1	0	4
CCc1ccc(NC(=O)CCn2nc(C)c(S(=O)(=O)N3CCCCC3)c2C)cc1	0	81	98	9	95	-0.1	-2	0	4
CCCNc1sc(S(=O)(=O)CCC)nc1S(=O)(=O)c1ccc(C)cc1	0	113	100	10	94	1.2	-2	0	6
COC(=O)NC(NC(=S)Nc1ccc([N+](=O)[O-])cc1)C(Cl)(Cl)Cl (centres undefined)	1	88	108	-2	108	-2.5	-1	1	6
The results go on.
SMILES	MCL1 BIM primary	CR mimetic SO	CIT2-GFP yeast	VLA-4 inh	AGP1-GFP MLPCN	MEX-5 binding	GLD-1 TGE inh	GRK2 aptamer HTS	Bcl-xL primary
CC(Nc1ccc(F)cc1F)C(=O)NC(=O)NC1CCCCC1 (centres undefined)	-9	109	.	-2	91	1.4	7	2	4
COCCNC(=O)C(OC(=O)CC1Sc2ccccc2NC1=O)c1ccncc1 (centres undefined)	-2	85	102	-5	105	-2.0	1	2	1
CCn1cc(C(=O)NCCCOC)c2cc(OC)c(OC)cc2c1=O	1	110	103	-6	104	0.7	4	2	4
Cc1ccc(S(=O)(=O)N(CC(=O)NCCSc2ccccn2)c2cc(C)cc(C)c2)cc1	1	95	85	-12	85	0.4	1	18	8
CN(CCNC(=O)C1CC(=O)N(c2ccc(F)c(Cl)c2)C1)Cc1ccccc1 (centres undefined)	1	101	100	0	94	-1.2	11	0	6
O=C(O)CC12CC3CC(C1)CC(n1ncc(NCc4ccccc4Cl)c(Cl)c1=O)(C3)C2	-8	108	103	-2	105	1.9	1	0	1
Cc1ccc(S(=O)(=O)NC(=O)c2cccc(N(C)C)c2)cc1	.	116	93	0	94	.	3	0	.
O=C(CN1C(=O)c2ccccc2S1(=O)=O)NC(Nc1ccccc1F)C(Cl)(Cl)Cl (centres undefined)	-3	95	102	4	101	-1.4	3	0	2
COc1ccc(C2=NOC(C(=O)Nc3cccnc3)C2)cc1OC (centres undefined)	23	106	102	0	107	-4.2	24	0	18
Cc1cc(-n2cnnn2)ccc1C(C)C	2	109	100	3	104	1.0	5	2	0
O=C(N/N=C/C1CC2C=CC1C2)c1ccccc1O (centres undefined)	7	101	90	12	101	-0.4	-4	0	-2
Cc1cccc(NC(=O)CSc2ncnc3sc(C)cc23)c1	0	102	90	15	97	-1.6	8	0	0
CCCn1c(N)c(C(=O)COC(=O)c2c(C)noc2C)c(=O)n(C)c1=O	-1	90	106	4	101	-5.7	11	0	4
COC(=O)C1=C(C)OC(N)=C(C#N)C1c1ccccc1 (centres undefined)	8	96	.	13	100	0.5	6	0	5
c1ccc(Oc2cc(-n3cccn3)ncn2)cc1	1	99	89	6	73	0.5	1	5	8
CCOC(=O)C1=C(C)N=c2s/c(=C\c3ccc(OC(C)=O)c(OCC)c3)c(=O)n2C1/C=C/c1ccccc1 (centres undefined)	-12	98	95	i	101	1.3	3	1	-7
CC(C)c1ccc(NC(=O)C(c2ccccc2)N2CCN(C(=O)c3ccco3)CC2)cc1 (centres undefined)	7	100	98	-4	91	2.2	-4	2	5
CCOc1ccc(NC(=O)N(CCN(C)C)C(C)c2cccnc2)cc1 (centres undefined)	4	101	95	1	105	0.4	5	0	9
CC(=O)c1cccc(NS(=O)(=O)c2c(C(=O)N3CCOCC3)c(C)n(C)c2C)c1	0	118	101	7	103	-0.5	-1	0	0
C[C@H](CO)N1C[C@H](C)[C@@H](CN(C)C(=O)Nc2ccccc2)Oc2c(NS(=O)(=O)c3cn(C)cn3)cccc2C1=O	.	113	88	2	90	.	0	0	.
O=C(O)CNC(=O)/C=C/c1ccc(Cl)cc1Cl	7	89	100	-4	104	-0.9	-4	2	4
O=C(NCCc1ccc(Cl)cc1)C1CCN(S(=O)(=O)c2ccc(-n3cnnn3)cc2)CC1	-1	100	94	23	97	-0.1	5	4	-1
O=C(c1ccco1)N1CCN(C(=S)Nc2ccccc2Cl)CC1	0	94	96	11	110	-2.9	1	2	0
COc1ccc2[nH]c(CN3CCN(CC(C)C)C(CCO)C3)c(C)c2c1 (centres undefined)	2	92	103	-1	107	-3.0	-4	0	3
O=C1NCCCC1C(=O)N1CCN(C(=O)c2ccco2)CC1 (centres undefined)	-2	91	104	16	106	-4.0	9	4	4
(continued)
SMILES	MCL1 BIM primary	CR mimetic SO	CIT2-GFP yeast	VLA-4 inh	AGP1-GFP MLPCN	MEX-5 binding	GLD-1 TGE inh	GRK2 aptamer HTS	Bcl-xL primary
O=C(CN1C(=O)c2ccccc2C1=O)Nc1ccccc1	-12	105	101	6	98	-1.0	-7	0	-1
CNC(C)C#Cc1ccc2c(=O)c3cc(C)c(C)cc3oc2c1 (centres undefined)	-2	124	88	-16	83	-0.2	3	0	0
N=c1c(C(=O)NCc2ccc(F)cc2)cc2c(=O)n3ccccc3nc2n1CC1CCCO1 (centres undefined)	7	105	?	89*	.	-7.3	4	0	12
O=C(C1CCN(S(=O)(=O)c2cccc3nonc23)CC1)N1CCCCC1	4	94	?	-13	?	-1.3	-1	3	1
CC(C)CC(=O)/C=C/n1c(=S)oc2ccccc21	-8	89	90	4	95	0.8	5	1	-1
C/C(=N/NC(=O)CCc1c(C)n[nH]c1C)c1cccc([N+](=O)[O-])c1	5	96	104	-3	122	1.2	3	3	5
C/C(=N\NC(=S)Nc1ccc(C)c(C)c1)c1ccc(N2CCOCC2)cc1	10	110	103	-17	94	-0.2	7	0	11
COc1ccc(C(C)=O)cc1CN1C(=O)NC2(CCCC2)C1=O	3	100	102	12	101	-0.2	3	0	-1
CN(C)CCOC1c2ccccc2-c2ccccc21	-13	99	116	-2	107	-1.4	-5	0	3
Cc1ccc(NC(=O)CN2C(=O)N/C(=C/c3ccccc3OCc3cccc(C(=O)O)c3)C2=O)cc1	35	123	100	11	91	1.1	-7	4	2
Cc1cc(NC(=O)COc2cccc(Oc3ccccc3)c2)no1	12	103	102	2	94	1.3	-3	3	6
COCCCNC(=O)[C@H]1N2C(=O)c3ccccc3C2SC1(C)C (some centres undefined)	9	102	112	8	107	-1.2	1	3	2
O=C(C[n+]1ccccc1)N/N=C/c1cccs1	-8	120	101	2	102	0.5	-6	3	-3
O=C(CSc1nc2ccccc2c(=O)n1Cc1ccco1)N1CCCCCC1	-1	98	98	9	104	3.6	-5	1	5
CC(=O)c1nc(-c2ccccc2)sc1C	6	99	109	-33	95	-0.1	0	0	0
COc1ccc(Br)c(C(=O)Nc2cccc(Cl)c2Cl)c1	-3	98	96	4	103	-0.1	7	4	2
CC(NC(=O)NC1CCCCC1)c1ccccc1 (centres undefined)	9	108	.	-2	.	0.6	-1	1	5
CCOC(=O)N1CCC(N2C(=O)c3ccccc3C2Nc2cc(C)cc(C)c2)CC1 (centres undefined)	6	92	91	1	95	0.3	11	0	2
CN1C(=O)/C(=C/c2ccc(OCc3ccc(C(=O)O)cc3)c(Cl)c2)NC1=S	3	100	97	3	100	-0.3	-1	5	-1
CC(NC(=O)CCCC1CCCCC1)c1ccc(S(N)(=O)=O)cc1 (centres undefined)	8	82	102	18	99	-0.3	6	1	5
O=C(NCc1ccccc1)NC(=O)c1ccccc1F	-3	117	95	-18	94	0.6	1	0	0
Cc1cc(Br)ccc1NC(=O)CNC(=O)CN1C(=O)NC2(CCCCCC2)C1=O	-11	95	101	7	104	0.9	2	2	-1
CCOC(=O)N1CCN(c2c(NCc3ccccc3OC)c(=O)c2=O)CC1	-1	94	91	28	97	-1.9	3	0	4
COc1ccccc1CN(C)CC(=O)NC1CCCc2ccccc21 (centres undefined)	-2	88	115	-2	109	0.6	1	0	2
Cc1ccc(C)c(NC(=O)COC(=O)CNC(=O)C2CCCCC2)c1	-3	105	96	20	97	.	1	1	-8
COc1cc(C(=O)NCCC(=O)NC2CCCc3ccccc32)cc(OC)c1OC (centres undefined)	4	94	105	11	101	-3.2	3	2	1
CC(C)CN1C(=O)C(=O)N(CC(=O)N2CCN(c3ccccc3)CC2)C1=O	4	105	98	15	113	0.9	5	0	6
O=C(Nc1ccncc1)c1cc(S(=O)(=O)N2CCCCC2)ccc1Cl	0	104	112	2	110	-1.1	-2	2	4
O=C(NCCCN1CCCC1=O)c1ccc(OCc2ccccc2)cc1	1	117	102	7	97	-0.1	-2	1	0

Two compounds from above, showing only MCL1 BIM primary.
Structure	MCL1 BIM primary
COCCCNC(=O)[C@H]1N2C(=O)c3ccccc3C2SC1(C)C (some centres undefined)	9
O=C(C[n+]1ccccc1)N/N=C/c1cccs1	-8
